FBPA coupling cs – inhibits coupling enzyme system, counter-screen for aldolase hits; coupling enzyme system counterscreen, AmpLite Red fluorescence; activity change, negative = inhibition, % at 58.2 µM, hits read low; actives 0.67% (n = 290,000); in the data active = activity change below about -30%; note: % is set by controls: 0 for no effect and ±100 for the full control effect
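Coupling enzymes only (glyceraldehyde-3-phosphate) + compound, at 57.5 uM final, 10 min RT; add substrate/coupling/AmpLite Red mix, 20 min RT; fluorescence ex 525/em 598 nm. Actives flag coupling-system interference.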
a7 integrin act – activates integrin-mediated alleviation for muscular dystrophy; alpha7betagal myoblasts, beta-gal FDG fluorescence, 48 h; AID 624291; Potency, µM (top dose mostly 38.3 µM), inactives show at the top dose activation, actives largely listed as activators; actives 0.064% (n = 350,000);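 note: potency is the fitted concentration of half-maximal effect; 100% = response of the positive control SU9516; nearly all actives have a fitted effect of over 60% in size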
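Alpha7betagal+/- myoblasts (passage 13) were plated 16-24 hr, then exposed to compounds (1:260 dilution of DMSO stock) for 48 hours at 37C. After MPER lysis, β-galactosidase reporter activity was read as FDG fluorescence (ex 480/em 540) after 30 minutes.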
Tb PFK block – inhibitors of T. brucei phosphofructokinase; O15648; T. brucei PFK, ADP-Glo luminescence; Potency, µM (titrated, usually from 57.5 µM), inactives show at the highest dose activity, negative = inhibition, most hits filed as inhibitors; actives 0.17% (n = 330,000); AID 485367;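 note: potency is the fitted concentration of half-maximal effect; 0% = uninhibited 1x PFK enzyme wells and -100% = no-enzyme wells; nearly all actives have a fitted effect of over 60% in size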
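In TEA buffer at pH 8.0 with 5 mM MgCl2, enzyme (1.25 nM) converted F6P (0.5 mM) and ATP (0.1 mM) for 45 min at room temperature. ADP product was read by luciferase luminescence.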
Chronic BCR inh – inhibitors of chronic active B-cell receptor signaling. ABC-DLBCL IkBa-CBG/CBR reporter, luminescence ratio, 4 h. Potency, µM (series often up to 46.1 µM), for inactives: at the top dose ratio change, negative = lower green/red ratio, most hits filed as inhibitors. actives 0.05% (n = 340,000). AID 493014; active = well fitted inhibition curve with a large enough effect in the signal ratio, with a control signal flat, not every such curve was filed as active; inconclusive = small, poorly fitted or top-dose-only effect, or effect the other way, or a change in a side signal; the % refers to the signal ratio;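 note: potency is the fitted concentration of half-maximal effect; plate controls were basal doxycycline-induced cells for no effect and cells given 10 µM MG132 for full effect; MG132 reads +100%, hits lower the ratio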
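TMD8 human ABC-DLBCL cells with doxycycline-inducible IκBα–green luciferase fusion and unfused red luciferase, in 0.5% FBS medium; compounds up to 46 uM, 4 h at 37C. Green/red luminescence ratio, filter-overlap corrected, fitted to concentration-response curves.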
Giardia kill – kills Giardia lamblia; Giardia lamblia trophozoite viability; activity change, % at 7.66 µM, hits read low; actives 0.15% (n = 340,000); AID 540267; in the data active = activity change below about -80%; inconclusive = between about -30% and that limit;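 note: parasites exposed to compound for two days anaerobically before the ATP read; % is set by controls: 0 for no effect and ±100 for the full control effect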
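Each well holds 100 Giardia trophozoites and compound. After two days (48 hrs) at 37 deg C in anaerobic conditions, ATP is quantified by luminescence.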
PKM2 act – PKM2 (human) enzyme activation; purified PKM2, Kinase-Glo ATP luminescence, activation; response scale: 0% is enzyme alone, no compound; Potency, µM (doses to about 57.5 µM), for the others: top-dose activation, hits mostly activators; AID 1631; actives 0.34% (n = 260,000); note: potency is the fitted concentration of half-maximal effect; % is set by controls: 0 for no effect and ±100 for the full control effect; nearly all actives have a fitted effect of over 55% in size
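Purified hPK-M2 (>95% pure) converted ADP (0.1 mM final) to ATP with 0.5 mM PEP in 50 mM imidazole pH7.2, KCl, MgCl2, Tween 20, BSA; 1 h at room temperature. ATP detected by Kinase-Glo luminescence.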
TSG101-PTAP inh – blocks PTAP/TSG101 interaction to inhibit HIV-1 budding; 340,000 tested, under 10 active; Q99816; Fluorescence polarization, FITC-PTAP peptide / Tsg101 binding; Potency, µM (series often up to 115 µM), without a hit: at the highest dose activity change, negative = inhibition, most hits filed as inhibitors; active = well fitted inhibition curve with a large enough effect in the main read-out, with a control signal flat, not every such curve was filed as active; inconclusive = small, poorly fitted or top-dose-only effect, or effect the other way, or a change in a side signal; inactive = no such curve, though single readings can be large or run the other way; note: potency is the fitted concentration of half-maximal effect; % of control where 0% means no effect
Target sequence (Q99816 whole entry, looked up): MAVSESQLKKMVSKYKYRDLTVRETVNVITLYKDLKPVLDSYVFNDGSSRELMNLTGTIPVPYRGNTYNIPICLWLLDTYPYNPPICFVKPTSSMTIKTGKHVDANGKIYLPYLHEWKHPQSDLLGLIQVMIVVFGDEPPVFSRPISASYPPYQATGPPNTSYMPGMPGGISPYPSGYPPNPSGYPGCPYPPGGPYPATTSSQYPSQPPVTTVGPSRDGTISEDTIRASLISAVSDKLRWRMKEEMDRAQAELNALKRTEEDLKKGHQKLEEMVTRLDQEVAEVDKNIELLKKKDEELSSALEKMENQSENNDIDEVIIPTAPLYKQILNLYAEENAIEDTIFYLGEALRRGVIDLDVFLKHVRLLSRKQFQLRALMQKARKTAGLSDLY
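Compounds were pin-transferred onto Tsg101 binding domain (10 uM final) in HEPES pH 7.5 buffer, then FITC-PTAP peptide was added at 50 nM final. After 20 min at RT, polarization reported peptide displacement across a qHTS concentration series.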
Menin MLL FP TR – menin-MLL binding inhibition, Texas Red mutant peptide. O00255. Menin + Texas Red MLL mutant peptide, fluorescence polarization. Potency, µM (series often up to 61.6 µM), for inactives: at the top dose FP activity change, negative = inhibition, actives largely listed as inhibitors. actives 0.23% (n = 270,000). AID 1768; active = well fitted inhibition curve with a large enough effect in the polarisation, with a control signal flat, not every such curve was filed as active; inconclusive = small, poorly fitted or top-dose-only effect, or effect the other way, or a change in a side signal; inactive = no such curve, though single readings can be large or run the other way; the % refers to the polarisation; note: potency is the fitted concentration of half-maximal effect; % of control where 0% means no effect; many of its hits are not listed in these tables
B2AR arrestin – agonists driving beta-arrestin recruitment to human beta2-adrenergic receptor; beta-arrestin recruitment to beta2AR, cell-based reporter; P07550; Potency, µM (top dose mostly 46.1 µM), without a hit: at the highest dose activation, hits mostly activators; actives 0.02% (n = 330,000); AID 492947;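 note: potency is the fitted concentration of half-maximal effect; 0% = DMSO controls and full agonism = EC100 isoproterenol or metaproterenol; nearly all actives have a fitted effect of over 65% in size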
Target sequence (P07550 whole entry, looked up): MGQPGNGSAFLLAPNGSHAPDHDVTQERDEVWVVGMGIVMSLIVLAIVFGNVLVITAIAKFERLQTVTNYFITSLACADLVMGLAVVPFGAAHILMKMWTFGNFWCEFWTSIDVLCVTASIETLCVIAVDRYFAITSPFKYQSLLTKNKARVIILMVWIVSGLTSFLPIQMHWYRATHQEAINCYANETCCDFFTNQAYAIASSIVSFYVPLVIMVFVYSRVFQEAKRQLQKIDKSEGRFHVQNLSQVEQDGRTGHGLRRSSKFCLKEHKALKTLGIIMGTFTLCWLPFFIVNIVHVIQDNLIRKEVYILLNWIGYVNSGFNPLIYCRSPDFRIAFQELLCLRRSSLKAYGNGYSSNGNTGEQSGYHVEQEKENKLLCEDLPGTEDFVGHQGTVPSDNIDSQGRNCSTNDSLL
GALK inhibitor – galactokinase (human) inhibition; P51570; Purified GALK, Kinase-Glo residual ATP luminescence; Potency, µM (highest dose often 57.5 µM), for the others: at the highest dose activity change, negative = inhibition, usual class: inhibitors; actives 0.007% (n = 270,000); AID 1868; note: potency is the fitted concentration of half-maximal effect; % is set by controls: 0 for no effect and ±100 for the full control effect
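Compounds were pin-transferred into ATP buffer (35 uM final), then GALK plus galactose (5 nM, 100 uM final) was added. After 1 h at room temperature, Kinase-Glo Plus was added and luminescence read after 10 min.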
S-ASM inh – inhibitors of human secretory acid sphingomyelinase; P17405; Potency, µM (highest dose often 57.5 µM), for the others: at the highest dose activity change, negative = inhibition, hits mostly inhibitors; placental ASM, HMU-PC fluorogenic substrate, 60 min; actives 0.006% (n = 340,000); note: potency is the fitted concentration of half-maximal effect
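Fluorogenic HMU-PC substrate (9 uM final) is turned over by placental ASM in 60 min at 37 C after a 10 min compound preincubation. Reaction ended by alkaline stop (pH 10), with fluorescence read at 386/447 nm.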
* marks the source's active call; other numbers are inactive results; u = inconclusive; x = not tested or not shown; & = joins results of further samples; [ ] = remark or other dose. Unless noted, calls come from the whole dose curve; as a rule, active = well fitted curve in the direction sought with a large enough effect; inconclusive = small, poorly fitted or top-dose-only effect, or another doubt; inactive = no such curve, though single readings can be large; an effect the other way counts as inactive or inconclusive. The list is partial, so the mix of outcomes need not match the whole.

SMILES | FBPA coupling cs | a7 integrin act | Tb PFK block | Chronic BCR inh | Giardia kill | PKM2 act | TSG101-PTAP inh | Menin MLL FP TR | B2AR arrestin | GALK inhibitor | S-ASM inh
O=C(Nc1ccc(Cl)cc1)Nc1ccc(S(=O)(=O)Nc2ncccn2)cc1 | 6 | 37% | 15µM* | u | u | 2% | 5% | u | 0.3% | -4% | -1%
COc1ccc(-c2coc3cc(O)c(OC)cc3c2=O)cc1 | x | 22% | -1% | -16% | -26 | x | 0% | x | 0.1% | x | 136%[activator]
Cc1nnc(N)nc1C | 3 | 1% | -5% | 8% | -5 | -7% | 0% | 0% | -0.6% | -1% | 2%
Cc1cc(C)n(C(=O)CNC(=O)c2ccc(C(C)(C)C)cc2)n1 | 2 | 16% | -4% | -12% | 8 | -2%[0.46 µM] | -5% | -9% | 0.0% | 5% | -4%
COc1ccccc1NS(=O)(=O)c1cccc(NC(=O)c2cncc(Br)c2)c1 | x | 0% | -4% | 4% | -1 | x | -8% | x | 0.7% | x | u
COc1ccc(-c2csc(N3CCOCC3)n2)cc1OC | -1 | -9% | -3% | u | 12 | 3% | -5% | 19% | -0.1% | -6% | -2%
O=[N+]([O-])c1ccccc1-c1ccc(C(=S)N2CCN(c3ccccc3)CC2)o1 | -11 | 16% | -6% | u | 6 | -4% | 0% | x | 0.0% | 2% | -7%
COc1ccc2c(CC(=O)O)cc(=O)oc2c1 | 3 | -31% | -4% | 0% | 14 | -3% | -4% | x | -1.2% | x | 97%[activator]
O=C(NNC(=O)C12CC3CC(CC(O)(C3)C1)C2)c1ccccc1O | x | -7% | 1% | 7% | -11 | -1% | 0% | x | 0.0% | 8% | 9%
CC1CC(C)CN(S(=O)(=O)N2CCCC(C(=O)NC(C)c3ccccc3)C2)C1 (centres undefined) | 1 | 0% | 11% | 7% | -14 | 1% | -1% | -1% | 0.1% | -2% | -6%
Cc1ccc(NC2(C#N)C(=O)Nc3ccccc32)cc1C (centres undefined) | -11 | 5% | -6% | -4% | 18 | 0% | -3% | -7% | 0.0% | -1% | 2%
CCOC(=O)N1CCN(C(=O)c2ccc(N3C(=O)CCC3=O)cc2)CC1 | 0 | -23% | 1% | u | -2 | 4% | -2% | 1% | -0.6% | 2% | 2%
COc1cccc(N2CCN(C(=O)Nc3ccccc3Cl)CC2)c1 | -1 | 0% | -1% | -1% | -2 | -14% | -5% | -7% | -0.3% | -1% | 6%
CCc1ccc(O)c(-c2cc(C(=O)Nc3cccnc3)[nH]n2)c1 | -1 | -12% | 1% | u | 9 | 6% | -4% | x | -0.5% | -3% | -14%
CC1CN(c2ccccc2)NC1=O (centres undefined) | 2 | 2% | 5% | 0% | -6 | -3% | 0% | -21% | -0.3% | 0% | -3%
COC(=O)C1=C(C(=O)OC)[C@@H]2N(C)c3ccccc3[C@@]23C[C@@H](C(=O)OC)N(C(=O)c2cc(C)oc2C)C3=N1 | 1&3 | -6% | 0% | 0% | 12 | 2%[11.5 µM] | -2% | -1%[11.7 µM] | -1.0% | 0% | -5%
O=C(c1ccco1)N1CCCC(N2CCN(c3ccccc3F)CC2)C1 (centres undefined) | 3 | 5% | -6% | 2% | -16 | -12% | -2% | 36%[activator] | 0.4% | 3% | 3%
CCN(Cc1ccccc1)C(c1cccc(C#N)c1)c1nnnn1C(C)(C)C (centres undefined) | 0 | -31% | -5% | 11% | -10 | 5% | -11% | -22% | -0.3% | 0% | 0%
CC(C)(C)NC(=O)c1c(F)c(F)c(F)c(F)c1F | 1 | 18% | 7% | 1% | -9 | 1% | -2% | 5% | -4.1% | 1% | 4%
CCN(CC)c1ccc(C(=O)NNC(=O)CCl)cc1 | -23 | -24% | 5% | u | -23 | -3% | 0% | -4% | 3.4% | -1% | 3%
Cc1ccc(S(=O)(=O)NN2C(=O)c3ccccc3NC2c2ccccc2F)cc1 (centres undefined) | 1 | u | -1% | 2% | -8 | x | -1% | x | 0.0% | 3% | 19%
COc1ccc(N(C(=O)c2snc(C(N)=O)c2N)C(C(=O)NC2CCCC2)c2cc(OC)ccc2OC)cc1 (centres undefined) | -3 | 10% | 11% | 0% | -9 | 1% | -7% | 19% | -0.3% | -1% | 197%[activator]
CN1CCC(N(C)C(=O)COc2ccccc2Cl)CC1 | x | 0% | 5% | u | -16 | x | -2% | x | 0.0% | x | 3%
[O-]/C(=C(\C(=S)Nc1cccc2ccccc12)[n+]1ccccc1)c1ccc(OC(F)F)cc1 | -41* | 7% | -5% | u | -7 | 8% | 0% | u | -0.3% | -2% | -2%
CCCSc1nnc(NC(=O)Cc2ccc(OC)c(OC)c2)s1 | 2 | -22% | 1% | 0% | -4 | 2% | 0% | 16% | 0.0% | -1% | 1%

Of the compounds above, these contain fluorine.
SMILES | FBPA coupling cs | a7 integrin act | Tb PFK block | Chronic BCR inh | Giardia kill | PKM2 act | TSG101-PTAP inh | Menin MLL FP TR | B2AR arrestin | GALK inhibitor | S-ASM inh
O=C(c1ccco1)N1CCCC(N2CCN(c3ccccc3F)CC2)C1 (centres undefined) | 3 | 5% | -6% | 2% | -16 | -12% | -2% | 36%[activator] | 0.4% | 3% | 3%
CC(C)(C)NC(=O)c1c(F)c(F)c(F)c(F)c1F | 1 | 18% | 7% | 1% | -9 | 1% | -2% | 5% | -4.1% | 1% | 4%
Cc1ccc(S(=O)(=O)NN2C(=O)c3ccccc3NC2c2ccccc2F)cc1 (centres undefined) | 1 | u | -1% | 2% | -8 | x | -1% | x | 0.0% | 3% | 19%
[O-]/C(=C(\C(=S)Nc1cccc2ccccc12)[n+]1ccccc1)c1ccc(OC(F)F)cc1 | -41* | 7% | -5% | u | -7 | 8% | 0% | u | -0.3% | -2% | -2%

With a hit mark in Tb PFK block, among the entries above:
SMILES	a7 integrin act	Tb PFK block	Chronic BCR inh	PKM2 act	TSG101-PTAP inh	Menin MLL FP TR	B2AR arrestin	GALK inhibitor	S-ASM inh
O=C(Nc1ccc(Cl)cc1)Nc1ccc(S(=O)(=O)Nc2ncccn2)cc1	37%	15µM*	u	2%	5%	u	0.3%	-4%	-1%

Next compounds follow.
SMILES | FBPA coupling cs | a7 integrin act | Tb PFK block | Chronic BCR inh | Giardia kill | PKM2 act | TSG101-PTAP inh | Menin MLL FP TR | B2AR arrestin | GALK inhibitor | S-ASM inh
O=C(Cn1cc([N+](=O)[O-])cn1)NCc1ccco1 | -1 | u | -2% | 0% | 1 | 2% | -3% | -6% | -0.4% | 0% | 2%
O=C(COC(=O)/C=C/c1ccc(C(F)(F)F)cc1)NC(=O)NCc1ccco1 | x | -18% | 1% | 2% | 12 | x | -1% | x | -0.1% | x | -14%
CCN1C(=NCCCCO)N[C@@H](c2cccc(F)c2)C(C(=O)OC)=C1C | -1&3 | -14% | 1%&-7% | u | -12 | 0%&-1% | 1% | -1%&-1% | -0.6%&-1.1% | x | 6%
c1c2c(cc3sc(N4CCCCC4)nc13)OCCO2 | -2 | 0% | -10% | u | u | -21% | -3% | -1% | 2.6% | x | 7%
Cc1cc(C(=O)COc2ccccc2Cl)c(C)n1-c1ccc2c(c1)OCO2 | -1 | -13% | 6% | -1% | -14 | -5% | -3% | -13% | -1.0% | 4% | 0%
N#Cc1ccc(-c2csc(NNC(=O)c3ccc(Br)cc3)n2)cc1 | 6 | -40%[inhibitor] | -1% | 0% | -7 | -7% | -4% | u | -0.5% | 0% | -7%
O=C(O)/C=C/C(=O)Nc1ccc(Oc2ccccc2)cc1 | 19 | -21% | -9% | u | -20 | -7% | -3% | x | 0.1% | 1% | 4%
COC(=O)c1ccc(-n2c(CCC(=O)O)ccc2-c2ccccc2)cc1 | 13 | 34% | 22% | 4% | 55[activator] | x | -5% | -10% | -1.1% | -2% | -5%
COC(=O)CSc1nc2cc(OC)ccc2cc1C#N | 2 | 8% | 4% | u | -6 | 1% | -4% | -17% | -0.5% | 3% | -2%
COc1ccc(C(=O)N/N=C(/C)c2cccc(NC(=O)c3ccccc3F)c2)cc1 | x | -7% | 1% | -2% | 2 | -3% | -1% | x | -0.5% | -5% | -1%
Cc1ccc(C(=O)Nc2nc(COc3ccccc3)cs2)s1 | -1 | 7% | x | x | -1 | -2% | -1% | u | x | -3% | -19%
Cc1ccc(N=c2c([N+](=O)[O-])nn(-c3ccc(Cl)cc3)n2O)cc1C | 2 | 5% | 2% | 1% | u | -7% | -3% | u | 0.6% | 0% | 1%

Screening results from PubChem.
